HCMV antiviral – inhibitors of human cytomegalovirus; HFF cells, HCMV-luciferase reporter, 72 h; active compounds read low; activity change, negative = inhibition, % at 57.5 µM; 410,000 tested, 4.5% active; in the data active = activity change below about -60%; inconclusive = no clear call, values can overlap the other calls; inactive = above about -39%
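Luciferase read-out from HCMV-luciferase-infected HFFs (MOI 1 PFU/cell) 72 h post infection at 37C; compounds added after 16 h cell attachment; activity normalized between buffer-only basal and Salinomycin (10uM) inhibitor controls.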
LmPK inhibitor – inhibitors of Leishmania mexicana pyruvate kinase. Q27686. purified LmPK, Kinase-Glo ATP luminescence, 1 h. Potency, µM (highest dose often 57.5 µM), for the others: at the highest dose activity change, negative = inhibition, hits mostly inhibitors. 290,000 tested, 0.37% active. AID 1721; note: potency is the fitted concentration of half-maximal effect
Target sequence (Q27686 whole entry, looked up): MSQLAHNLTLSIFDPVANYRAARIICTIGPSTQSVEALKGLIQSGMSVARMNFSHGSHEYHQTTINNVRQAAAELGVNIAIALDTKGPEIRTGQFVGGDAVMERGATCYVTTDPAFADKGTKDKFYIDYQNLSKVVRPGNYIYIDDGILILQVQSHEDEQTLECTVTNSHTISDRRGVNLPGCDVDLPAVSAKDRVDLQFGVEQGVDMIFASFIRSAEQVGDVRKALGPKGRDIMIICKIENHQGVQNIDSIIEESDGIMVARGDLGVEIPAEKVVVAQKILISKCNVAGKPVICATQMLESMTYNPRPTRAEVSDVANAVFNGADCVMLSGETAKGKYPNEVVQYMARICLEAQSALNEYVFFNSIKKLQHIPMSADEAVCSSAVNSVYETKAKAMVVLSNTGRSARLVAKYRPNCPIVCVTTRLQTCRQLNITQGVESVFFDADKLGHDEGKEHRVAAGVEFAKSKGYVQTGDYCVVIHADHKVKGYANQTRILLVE
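In 50 mM imidazole pH 7.2 with 7 mM MgCl2, LmPK (0.1 nM) turned over PEP (0.5 mM) and ADP (0.1 mM) for 1 h at room temperature. Luciferase read-out of ATP.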
Sm TGR block – inhibitors of Schistosoma mansoni thioredoxin glutathione reductase; Q962Y6; purified TGR, DTNB reduction, TNB absorbance 405 nm; Potency, µM (top dose mostly 114 µM), without a hit: at the top dose activity change, negative = inhibition, most hits filed as inhibitors; 360,000 tested, 3% active; note: potency is the fitted concentration of half-maximal effect; nearly all actives have a fitted effect of over 60% in size
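TGR 20 nM + NADPH 100 uM (dispensed conc.), cpd preinc 15 min RT; start with NADPH (500 uM addition) then DTNB (15 mM addition). Kinetic TNB absorbance, 405 nm filter. Four-parameter Hill fit across titration.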
AmpC inh detg – AmpC beta-lactamase inhibition with detergent present. 370,000 tested, 0.041% active. Potency, µM (top dose mostly 114 µM), for the others: at the top dose activity change, negative = inhibition, actives largely listed as inhibitors. AmpC hydrolysis of nitrocefin, absorbance 480 nm, 0.01% Triton. P00811. AID 485294;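 note: potency is the fitted concentration of half-maximal effect; 0% = no-compound wells and -100% = no-enzyme wells; nearly all actives have a fitted effect of over 25% in size; some results filed as inactive show a strong effect at the top dose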
Target sequence (P00811 whole entry, looked up): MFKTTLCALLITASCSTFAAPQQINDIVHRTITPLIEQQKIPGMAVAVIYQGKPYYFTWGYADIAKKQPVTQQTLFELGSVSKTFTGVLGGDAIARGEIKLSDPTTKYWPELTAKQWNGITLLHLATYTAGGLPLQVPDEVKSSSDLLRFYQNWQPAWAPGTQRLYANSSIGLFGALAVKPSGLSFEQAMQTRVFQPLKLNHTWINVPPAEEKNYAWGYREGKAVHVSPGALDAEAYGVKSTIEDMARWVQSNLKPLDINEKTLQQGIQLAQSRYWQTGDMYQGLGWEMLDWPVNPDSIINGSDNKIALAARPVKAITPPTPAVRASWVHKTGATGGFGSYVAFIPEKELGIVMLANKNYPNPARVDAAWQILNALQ
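20 mM phosphate pH 7.0 + 0.01% (detergent screen) or 0.0001% Triton X-100; 5.3 nM AmpC reagent; cpd preinc 15 min RT; nitrocefin (800 uM stock) to start; A480 q20 s × 4 min; Activity was normalised to no-enzyme and no-compound control wells.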
AMA1-RON2 inh – disrupts binding of P. falciparum AMA1 to RON2. Potency, µM (highest dose often 58.2 µM), for the others: top-dose activity change, negative = inhibition, hits mostly inhibitors. 360,000 tested, 0.2% active. AlphaScreen AMA1-biotinylated RON2 peptide binding;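 note: potency is the fitted concentration of half-maximal effect; 0% = vehicle wells and -100% = peptide control; nearly all actives have a fitted effect of over 45% in size; some results filed as inactive show a strong effect at the top dose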
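AMA1 (3D7) with his tag at 25 nM final met compounds first, then biotinylated RON2 peptide at 25 nM; detection used donor plus acceptor beads, 10 µg/mL apiece, read by AlphaScreen after 30 min at room temperature.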
AmpC inh no detg – AmpC beta-lactamase inhibition without detergent | P00811 | AmpC nitrocefin hydrolysis, absorbance 480 nm, 0.0001% Triton | Potency, µM (titrated, usually from 57.1 µM), for the others: at the highest dose activity change, negative = inhibition, most hits filed as inhibitors | 330,000 tested, 0.52% active | AID 485341;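 note: potency is the fitted concentration of half-maximal effect; plate controls were no compound for no effect and no enzyme for full effect; nearly all actives have a fitted effect of over 20% in size; some results filed as inactive show a strong effect at the top dose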
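20 mM phosphate pH 7.0 + 0.01% (detergent screen) or 0.0001% Triton X-100; 5.3 nM AmpC reagent; cpd preinc 15 min RT; nitrocefin (800 uM stock) to start; A480 q20 s × 4 min; Activity was normalised to no-enzyme and no-compound control wells.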
Tb PYK inh – T. brucei pyruvate kinase inhibition; Potency, µM (doses to about 76.8 µM), without a hit: at the highest dose activity, negative = inhibition, most hits filed as inhibitors; TbPYK enzyme, Kinase-Glo Plus ATP luminescence, 45 min; 410,000 tested, 0.12% active; Q57TT1; note: potency is the fitted concentration of half-maximal effect; nearly all actives have a fitted effect of over 50% in size
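Screened from lowest to highest concentration, compounds were pinned into TbPYK/substrate mixtures, and ADP (130 uM final) was added. Plates sat at room temperature for 45 min prior to Kinase-Glo Plus detection by luminescence.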
Starred values were filed as active, the others as inactive; ? = inconclusive; nt = not tested or not shown; & = joins results of further samples; [ ] = remark or other dose. Unless noted, calls come from the whole dose curve; as a rule, active = well fitted curve in the direction sought with a large enough effect; inconclusive = small, poorly fitted or top-dose-only effect, or another doubt; inactive = no such curve, though single readings can be large; an effect the other way counts as inactive or inconclusive. Unless noted, % is set by controls: 0 for no effect and ±100 for the full control effect.

The first ten compounds, ahead of the listing:
SMILES	HCMV antiviral	LmPK inhibitor	Sm TGR block	AmpC inh detg	AMA1-RON2 inh	AmpC inh no detg	Tb PYK inh
CC1Cc2ccccc2N1C(=O)COc1nc2ccccc2nc1N1CCOCC1 (stereo not given)	19.5	-2.6%	1.0%	-3.1%	-11.4%	3.1%	5.6%
Cc1ccccc1C(=O)NNC(=O)c1ccc2nc[nH]c2c1	-18.4	nt	4.3%	-13.3%	-2.9%	-4.1%	2.2%
O=C(NC1CCN(C(=O)c2cccs2)CC1)c1ccccc1	16.4	2.2%	17.1%	?	-3.6%	-37.2%	-4.8%
O=c1ccn([C@@H]2O[C@H](CNCc3cccn3-c3nccs3)[C@@H](O)[C@H]2O)c(=O)[nH]1	-4.0	nt	nt	nt	8.4%	nt	1.7%
CCCC(CCC)=NNC(=O)c1ccccc1F	-25.9	1.6%	17.3%	2.2%	6.8%	-21.7%	1.0%
COc1cccc(CNC(=O)Cc2ccc(-c3ccccc3)cc2)c1	?	0.1%	?	4.5%	-4.4%	-26.2%	-5.0%
CC(C)N=C1NN=C(c2cccs2)CS1	72.1	-13.1%	0.2%	-2.7%	8.9%	-29.1%	-16.8%
CC(C)n1cnc2c(N(C)c3ccccc3)nc(N(CCN(C)C)Cc3ccccc3)nc21	-11.0	3.4%	?	-6.2%	?	261.7%[activator]	3.2%
CCOC(=O)N1CCN(C(=S)Nc2ccccc2C)CC1	-8.3	0.9%	-5.6%	-13.8%	-10.0%	-14.4%	1.0%
Cn1c(=O)c2c(-c3ccccc3Br)n(C(C)(C)C)cc2n(C)c1=O	-11.8	nt	43.3%[activator]	-6.8%	nt	nt	3.0%

The whole of this part, repeating the preview:
SMILES	HCMV antiviral	LmPK inhibitor	Sm TGR block	AmpC inh detg	AMA1-RON2 inh	AmpC inh no detg	Tb PYK inh
CC1Cc2ccccc2N1C(=O)COc1nc2ccccc2nc1N1CCOCC1 (stereo not given)	19.5	-2.6%	1.0%	-3.1%	-11.4%	3.1%	5.6%
Cc1ccccc1C(=O)NNC(=O)c1ccc2nc[nH]c2c1	-18.4	nt	4.3%	-13.3%	-2.9%	-4.1%	2.2%
O=C(NC1CCN(C(=O)c2cccs2)CC1)c1ccccc1	16.4	2.2%	17.1%	?	-3.6%	-37.2%	-4.8%
O=c1ccn([C@@H]2O[C@H](CNCc3cccn3-c3nccs3)[C@@H](O)[C@H]2O)c(=O)[nH]1	-4.0	nt	nt	nt	8.4%	nt	1.7%
CCCC(CCC)=NNC(=O)c1ccccc1F	-25.9	1.6%	17.3%	2.2%	6.8%	-21.7%	1.0%
COc1cccc(CNC(=O)Cc2ccc(-c3ccccc3)cc2)c1	?	0.1%	?	4.5%	-4.4%	-26.2%	-5.0%
CC(C)N=C1NN=C(c2cccs2)CS1	72.1	-13.1%	0.2%	-2.7%	8.9%	-29.1%	-16.8%
CC(C)n1cnc2c(N(C)c3ccccc3)nc(N(CCN(C)C)Cc3ccccc3)nc21	-11.0	3.4%	?	-6.2%	?	261.7%[activator]	3.2%
CCOC(=O)N1CCN(C(=S)Nc2ccccc2C)CC1	-8.3	0.9%	-5.6%	-13.8%	-10.0%	-14.4%	1.0%
Cn1c(=O)c2c(-c3ccccc3Br)n(C(C)(C)C)cc2n(C)c1=O	-11.8	nt	43.3%[activator]	-6.8%	nt	nt	3.0%
COC(=O)C1=C(c2ccc(F)cc2F)C[C@@H]2CC[C@H]1N2C(=O)NCc1ccco1	24.0	nt	?	-0.7%	4.0%	19.4%	0.0%
O=C(NCCc1ccccc1)C1Cc2c(-c3ccc(Cl)cc3)ccnc2O1 (stereo not given)	-30.9	nt	nt	nt	0.0%	nt	-1.5%
Cc1ccc(N(C)S(=O)(=O)c2nnc(NC(=O)c3ccco3)s2)cc1	-32.6&37.7	-11.1%	?	-1.1%&-1.6%	12.7%	-32.0%	-2.5%&-2.9%
O=C(COc1ccccc1Cl)N1CCCC(N2CCN(c3ccc(F)cc3)CC2)C1 (stereo not given)	?	-1.4%	0.2%	1.0%	-12.2%	143.3%[activator]	-1.8%
Cc1ccc(NC(=O)Cn2ccsc2=N)c([N+](=O)[O-])c1	-8.7	4.0%	?	0.9%	0.2%	-21.9%	2.5%
Cc1ccc(C)c(Cn2c(C(=O)O)c(CNCc3cccs3)c3ccccc32)c1	-8.9	nt	3.5%	11.4%	nt	nt	4.3%
CC1(C)CC(=O)C2=C(C1)N(N1CCOCC1)C(N)=C(C#N)C2c1cccnc1 (stereo not given)	-20.6	-4.1%	-9.6%	1.8%	-2.9%	-5.5%	-0.6%
COc1ccccc1N/C=C/c1onc(C)c1[N+](=O)[O-]	-5.4	-1.0%	-1.7%	-5.5%	9.5%	5.5%	-29.3%
CN(CCc1ccccc1)C(=O)c1ccc(NC(=O)Cc2ccc(NC(=O)C3CCN(C(=O)C4CCC4)CC3)cc2)cc1	-34.7	nt	nt	nt	?	nt	-15.7%
O=C(/C=C/c1ccccc1)OCCN=C1NS(=O)(=O)c2ccccc21	-7.9	-1.3%	0.9%	?	-1.7%	-34.6%	1.9%
Cc1nc(S(=O)(=O)N(C)Cc2ccccc2)c(C#N)c(C)c1Cl	-40.0	-0.1%	9.7%	-2.1%	-10.0%	-21.8%	-6.1%
CCOCCCNC(=O)CCN1C(=O)c2ccccc2Sc2ncccc21	-16.0	1.1%	-0.8%	-7.8%	4.0%	-5.2%	3.6%
COc1cccc(C(=O)OCc2cc(=O)oc3c(C)c(C)ccc23)c1OC	-12.5	-2.4%	-5.1%	-2.0%	-5.0%	-17.9%	-2.1%
O=C(NCCN1CCOCC1)c1ccc2c(c1)N(Cc1ccccc1)CCS2	-27.3	-2.1%	0.0%	?	?	137.8%[activator]	-13.3%
Cc1ccccc1-c1nc(CS(=O)(=O)CC(=O)NCCc2ccccc2)c(C)o1	?	0.3%	?	-9.9%&-9.7%	-11.8%	27.7%	-4.9%&-1.1%
Cc1ccc2nc3c(cc(C(=O)NCC4CCCO4)c(=N)n3CC3CCCO3)c(=O)n2c1 (stereo not given)	nt	8.3%	1.3%	-11.7%	-18.7%	-10.0%	0.2%
CC(SCc1ccccc1)C(=O)N/N=C/c1cc2c(cc1Br)OCO2 (stereo not given)	-39.0	5.3%	-18.2%	?	1.5%	-34.3%	-7.0%
CC(C)C[C@H]1COc2cc(N3CCSCC3)ccc2S(=O)(=O)N1	-10.5	nt	nt	nt	0.5%	nt	-1.2%
Cc1ccc(CNC(=O)CSCC(=O)O)cc1	8.3	-5.1%	-1.6%	-2.1%	-17.0%	-16.6%	-1.8%
CC(C)c1ccc(CNc2nc(-c3ccco3)nn2C(=O)c2ccc([N+](=O)[O-])cc2)cc1	56.7	nt	-4.9%	19.4%	nt	nt	-1.4%
CC(=O)NNC1=Nc2ccccc2N(C)C(C)C1 (stereo not given)	43.3	-1.2%	5.4%	-7.7%	11.7%	-26.6%	-5.6%
Cc1cc2occ(CC(=O)Nc3nnc(C4CC4)s3)c2cc1C	-10.4	8.1%	0.2%	0.2%	0.3%	-25.5%	-0.4%
CCOC(=O)C1CCN(S(=O)(=O)c2ccc(Cl)s2)CC1	-7.4	5.9%	-19.8%	?	-0.6%	0.5%	0.9%
Cc1csc(=O)n1CCC(=O)OCc1nnc(-c2ccc(Cl)cc2)o1	-24.8	nt	-1.8%	?	-3.5%	-11.2%	5.2%
CCN(CC(=O)NCc1cccs1)C(=O)c1ccc(S(=O)(=O)Nc2ccccc2)cc1	-25.0	nt	-3.3%	?	14.6%	-16.7%	8.4%
CCc1nc2ccc(C(=O)NCCCN3CCCC3=O)cn2c1N(CC)C(C)=O	-11.0	nt	nt	nt	2.7%	nt	1.6%
CCCCOc1ccc(CNC(=O)NS(=O)(=O)c2ccc(OCC(C)C)cc2)cc1	27.1	7.5%	3.3%	6.2%	-5.0%	-18.2%	-4.2%
O=C(CN1C2CCCC1CC(NC(=O)c1ccccc1)C2)Nc1nccs1 (stereo not given)	5.5	-0.2%	0.0%	1.6%	3.7%	-30.6%	-0.2%
COc1ccc(/C=N/NC(=O)c2c(C)nc3ccc(Cl)cn23)cc1OC	-8.5	1.0%	-30.0%	-20.0%	2.2%	-10.3%	0.0%
O=C(CSc1nc(O)c(Cc2ccccc2)c(=O)[nH]1)Nc1nc2c(s1)CCCC2	?	0.4%	nt	5.8%	8.0%	-39.3%	2.6%
CCN1CCC(=NNC(=O)CC23CC4CC(CC(C4)C2)C3)CC1	-18.5	4.7%	3.7%	-7.0%	-2.2%	-21.9%	0.1%
CC(CCc1ccccc1)NS(=O)(=O)c1ccc(Cl)c(C(=O)O)c1 (stereo not given)	1.4	4.5%	-3.1%	-9.7%	3.4%	-17.7%	1.5%
Oc1ccc(/C(Cc2ccc3ccccc3n2)=N\Nc2ccccc2)c(O)c1	57.9	-0.1%	25.1µM*	2.5%	-1.2%	-41.2%	0.6%
C[C@H](NC(=O)c1ccccc1)C(=O)OCC(=O)Nc1ccc2c(c1)OCO2	6.8	nt	-8.9%	-0.5%	-1.4%	3.2%	0.0%
Cc1c(NC(=O)C(C)(C)C)cccc1-c1nc2ccccc2s1	39.5	nt	10.4%	15.6%	nt	nt	-0.1%
COc1cc(SC)ccc1C(=O)OCC(=O)NC1CCCCC1	7.2	16.8%	7.5%	?	-1.0%	14.6%	-0.6%
Cc1c2cccn2cc[n+]1C	51.6	-0.7%	-8.2%	-1.4%	-19.0%	?	-9.7%
O=C(Nc1ccccc1C(=O)N1CCOCC1)c1ccc(CSc2ccccc2)cc1	-24.2	2.4%	-4.7%	-0.4%	-17.3%	-5.8%[2.29 µM]	0.3%
CCOc1cc(/C=N/N=C(\N)c2nonc2N)cc(Br)c1OCc1cccc2ccccc12	-28.5	-2.2%	0.8%	-2.1%	11.3%	-44.4%	6.7%
Cc1cc(C)c(S(=O)(=O)c2ccc(Cl)cc2)c(Cl)n1	?	-3.8%	7.8%	?	3.2%	-0.8%	-2.9%
CCC(CC)c1nnc(NC(=O)c2ccc(S(=O)(=O)N3CCc4ccccc4C3)cc2)s1	85.1	0.9%	-4.5%	-7.7%	-1.0%	-48.1%	-8.1%

Source: PubChem (National Center for Advancing Translational Sciences (NCATS))
